# Screening data as filed in PubChem BioAssay.
# TbREL1 inh – TbREL1 inhibition, primary screen. P86926. TbREL1 RNA ligation, FRET fluorescence. inhibition, % at 9.66 µM. actives 0.49% (n = 89,000). AID 1117264;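 active = inhibition above the mean inhibition across all screened compounds plus 3 SD, cut at about 11% in these data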;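 also: 0% = plate median of test wells and 100% = NSC42067 control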
# Target sequence (P86926 whole entry, looked up): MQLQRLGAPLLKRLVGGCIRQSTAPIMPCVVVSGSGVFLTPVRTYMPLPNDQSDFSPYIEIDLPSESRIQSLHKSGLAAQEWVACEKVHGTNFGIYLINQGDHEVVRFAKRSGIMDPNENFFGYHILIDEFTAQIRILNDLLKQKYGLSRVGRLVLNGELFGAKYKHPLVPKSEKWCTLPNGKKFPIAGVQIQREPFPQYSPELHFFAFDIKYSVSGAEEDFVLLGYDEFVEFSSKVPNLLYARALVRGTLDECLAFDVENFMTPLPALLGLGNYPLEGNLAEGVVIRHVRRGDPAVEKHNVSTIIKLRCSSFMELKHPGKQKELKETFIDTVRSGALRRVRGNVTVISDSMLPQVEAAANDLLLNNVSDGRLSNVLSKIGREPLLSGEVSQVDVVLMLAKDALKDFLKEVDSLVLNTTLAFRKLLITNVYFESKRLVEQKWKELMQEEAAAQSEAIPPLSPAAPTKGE
# * = called active by the depositor. An excerpt; the hit share may differ from the screen's.
# A first look:
SMILES,TbREL1 inh
COc1ccccc1Nc1ccc(N)cc1,-1
CC1=C/C(=C\c2ccc3c(c2)OCO3)C(=O)S1,-2
COc1ccc2[nH]c(=O)c(-c3nnn(-c4ccc(F)cc4)n3)cc2c1,4
CC(Nc1ccc(Br)cc1)C(=O)N/N=C/c1ccccc1OCc1ccccc1 (stereo unspecified),2
Cc1ccc(C(=O)CCC(=O)NC2CCCC(C)C2C)cc1 (stereo unspecified),-2

# All compounds of this part, from the start:
SMILES,TbREL1 inh
COc1ccccc1Nc1ccc(N)cc1,-1
CC1=C/C(=C\c2ccc3c(c2)OCO3)C(=O)S1,-2
COc1ccc2[nH]c(=O)c(-c3nnn(-c4ccc(F)cc4)n3)cc2c1,4
CC(Nc1ccc(Br)cc1)C(=O)N/N=C/c1ccccc1OCc1ccccc1 (stereo unspecified),2
Cc1ccc(C(=O)CCC(=O)NC2CCCC(C)C2C)cc1 (stereo unspecified),-2
COCCCNCCOCCOc1ccc(Cl)cc1Br,10
Cc1ccc(C(=O)NC(C(=O)OCc2cn3cc(Cl)ccc3n2)C(C)C)cc1 (stereo unspecified),0
CC1CCN(C(=O)c2[nH]cnc2C(=O)N[C@@H](CCCCNC(=O)OC(C)(C)C)C(=O)OC(C)(C)C)CC1,-1
COC(=O)[C@H](CC(C)C)NCc1cccc(CN[C@@H](CC(C)C)C(=O)OC)c1,2
CC12CC3CC(C)(C1)CC(C(O)CN1CCOCC1)(C3)C2 (stereo unspecified),4
COC(=O)c1c(C)[nH]c(C(=O)COC(=O)CCNS(=O)(=O)c2cccc(C(F)(F)F)c2)c1C,0
Cc1oc2c(c1C(=O)Nc1cccc3ccccc13)CCCC2,1
CCOc1ccccc1C=C1SC(=S)N(CC)C1=O,1
COC(=O)C1CCN(C(=O)COC(=O)CSc2ccc(C(N)=O)cc2[N+](=O)[O-])CC1,6
Cc1nn(C)cc1C(C(=O)NC1CCCCC1)N(CCc1ccccc1)C(=O)c1cnccn1 (stereo unspecified),3
CCCn1c(SCC(=O)NC(C)C23CC4CC(CC(C4)C2)C3)n[nH]c1=O (stereo unspecified),0
CCCCCCOC(=O)Cc1c(C)nc(-c2ccccc2)[nH]c1=O,6
N#C/C(=C\c1c(N2CCC(C(N)=O)CC2)nc2ccccn2c1=O)C(=O)NCc1ccco1,0
Cc1ccc(C)c(OCc2nnc(NC(=O)c3ccco3)s2)c1,1
O=C(CCc1ccccc1Cl)Nc1cc2c(cc1C(=O)O)OCCCO2,1
CCOc1ccc(NC(=S)NNC(=O)c2cc(Br)ccc2Cl)cc1,-7
CC(C)c1nnc(NC(=O)C2CCCN2S(=O)(=O)c2ccc(Cl)cc2)s1 (stereo unspecified),-2
CCC(=O)Nc1c(-c2ccccc2)c(=O)c2ccccc2n1C,-2
COc1ccc(-n2c(=S)[nH]c3ccccc32)cc1,-3
COC(=O)c1cccc(S(=O)(=O)N(Cc2ccco2)Cc2cc3cc(OC)ccc3[nH]c2=O)c1,2

# Next part
SMILES,TbREL1 inh
C[C@@H]1Cc2[nH][nH]c(=O)c2[C@H](C)O1,3
N#Cc1ccccc1Sc1ccccc1C(=O)Nc1ccc(Br)cc1,2
COc1ccc(N2C(=O)CC(N(Cc3ccco3)C(=O)CCC(=O)O)C2=O)cc1 (stereo unspecified),1
COC(=O)CSc1nc(N)c(C#N)c(-c2ccco2)c1C#N,-2
CC(COc1cccc2ccccc12)CN1CCN(C)CC1 (stereo unspecified),2
CC1CN(C(=O)CS(=O)(=O)Cc2ccccc2)CC(C)O1 (stereo unspecified),-3
CC1(C)O[C@@H]2[C@H](O1)[C@@H](CO)O[C@H]2n1cnc2c(=O)[nH]cnc21,0
CC1(C)CC(=O)C=C(c2ccc(F)cc2OCc2ccccc2)C1,0
COC(=O)C1=C(C)N(Cc2ccccc2)C(=S)NC1c1ccc(Cl)cc1 (stereo unspecified),-8
COc1ccc(C(=O)N(C(C)C)C(C)C)c(OC)c1,-2
CCc1cc2c(NC(Cc3ccccc3)C(=O)O)nc(C)nc2s1 (stereo unspecified),0
CC/C(=N/Nc1cccc(Cl)c1)c1cnnc(SC)n1,1
COCCN1C(=O)c2oc3cc(C)c(C)cc3c(=O)c2C1c1ccc(O)cc1 (stereo unspecified),8
CCCCCCN(C(=O)CCCCCN1C(=O)NC(c2ccc(Cl)cc2)C(C(=O)OCc2ccccc2)=C1C)C(C(=O)NCCCC)c1ccc(OCC(=O)OC)c(C(=O)OC)c1 (stereo unspecified),-2
CC1CCN(C(C(=O)NC2CCCCC2)c2cc3c(cc2[N+](=O)[O-])OCO3)CC1 (stereo unspecified),8
CC(=O)c1ccc(N2CCN(C(=S)NCc3ccco3)CC2)cc1,0
COc1ccc(C(=O)OCC(=O)Nc2sccc2C(N)=O)cc1OC,6
CCOC1(c2ccccc2)CC1C(=O)N/N=C/c1cccc([N+](=O)[O-])c1 (stereo unspecified),4
COC(=O)c1c(C(=O)OC)c(-c2ccccc2)n2c1CS(=O)(=O)C2,0
COc1cccc(OC)c1C(=O)Nc1cccc(-c2ccc3nncn3n2)c1,-2
Cc1c(C(=O)N(C)Cc2nc3ccccc3c(=O)[nH]2)oc2ccccc12,-2
O=C(CSc1ncn[nH]1)Nc1ccc(Cl)c(Cl)c1,-2
CCN(C(=O)COc1ccc(C)nc1[N+](=O)[O-])C1CCS(=O)(=O)C1 (stereo unspecified),2
Cc1cc(Oc2ccccc2)nc(-c2ccccc2)n1,-1
CC(=O)Nc1ccc(NS(=O)(=O)Cc2ccccc2)cc1,-2

# 7 neighbouring compounds out of the list so far:
SMILES,TbREL1 inh
C[C@@H]1Cc2[nH][nH]c(=O)c2[C@H](C)O1,3
N#Cc1ccccc1Sc1ccccc1C(=O)Nc1ccc(Br)cc1,2
COc1ccc(N2C(=O)CC(N(Cc3ccco3)C(=O)CCC(=O)O)C2=O)cc1 (stereo unspecified),1
COC(=O)CSc1nc(N)c(C#N)c(-c2ccco2)c1C#N,-2
CC(COc1cccc2ccccc12)CN1CCN(C)CC1 (stereo unspecified),2
CC1CN(C(=O)CS(=O)(=O)Cc2ccccc2)CC(C)O1 (stereo unspecified),-3
CC1(C)O[C@@H]2[C@H](O1)[C@@H](CO)O[C@H]2n1cnc2c(=O)[nH]cnc21,0

# Other compounds follow:
SMILES,TbREL1 inh
Cc1ccnc(NC(=O)CCN2C(=O)c3ccccc3S2(=O)=O)n1,3
O=C(CCC1CCCN(C(=O)c2ccsc2)C1)N1CCN(c2ccccn2)CC1 (stereo unspecified),-1
COc1ccc(-c2cc(C(=O)NCCN3CCOCC3)c3ccccc3n2)cc1,-1
CSc1ccccc1NS(=O)(=O)c1ccccc1,-5
O=C(N/N=C/c1cc(Br)cc([N+](=O)[O-])c1O)c1ccc(NC(=O)c2ccc(F)cc2)cc1,4
Cc1nn(C)c(C)c1S(=O)(=O)N1CCCC(C(=O)NCCc2ccc(Cl)cc2)C1 (stereo unspecified),2
COc1ccc(C)cc1NC(=O)c1nn(C)c(C(=O)Nc2cc(C)ccc2OC)c1[N+](=O)[O-],4
O=C(c1ccccc1Cl)N(Cc1ccc(Cl)c(Cl)c1)N1C(=O)CCCC1=O,1
COc1ccc(CNC(=O)c2nnn(Cc3ccc(OC)cc3)c2N)cc1,-2
O=C(NCCC(c1ccccc1)c1ccccc1)c1ccc(Br)o1,0
C=C(C)CCC1(C)NC(=O)N(c2ccccc2)N1 (stereo unspecified),0
COc1ccc(Nc2oc(-c3ccccc3)nc2C#N)cc1,-2
CN1C(=O)c2cccc(NC(=O)CCc3ccccc3)c2C1=O,9
CC(=O)N/C(=C\c1ccccc1)C(=O)OC(C)C(=O)N(C)c1ccccc1 (stereo unspecified),1
CCN(CC)S(=O)(=O)c1cccc(-c2nnc(SCCOc3ccccc3)o2)c1,-4
COc1ccc(C(=O)NCC(=O)OCC(=O)NCc2ccc3c(c2)OCO3)cc1,-2
Cc1ccc(S(=O)(=O)Nc2ccncc2)c(C)c1N(C)S(=O)(=O)c1ccc(F)cc1,-2
COc1cc2nc(Cl)nc(N3CCCCC3)c2cc1OC,2
CCc1cc(=O)oc2c(C)c(O)c(CN(C)C)cc12,-3
CCCCn1c(N)c(N(CCC(C)C)C(=O)COC(=O)c2cccnc2OCC)c(=O)[nH]c1=O,-1
COc1cc(/C=N/S(=O)(=O)CCc2ccccc2)ccc1O,-4
O=C(N[C@@H](Cc1ccccc1)C(=O)NC1CCCCCC1)c1ccco1,-3
Clc1cccc(CSc2ncn(-c3ccccc3)n2)c1,6
CCCCn1nnnc1C(c1cc2ccccc2o1)N1CCCC1 (stereo unspecified),-1
CCCOc1ccc(C(O)C(CN2CCOCC2)c2ccccc2)cc1 (stereo unspecified),-1

# Sorted by the number under TbREL1 inh (rising): three from the list above
SMILES,TbREL1 inh
CCN(CC)S(=O)(=O)c1cccc(-c2nnc(SCCOc3ccccc3)o2)c1,-4
COc1ccc(C(=O)NCC(=O)OCC(=O)NCc2ccc3c(c2)OCO3)cc1,-2
O=C(N/N=C/c1cc(Br)cc([N+](=O)[O-])c1O)c1ccc(NC(=O)c2ccc(F)cc2)cc1,4

# (listing goes on)
SMILES,TbREL1 inh
O=C(N/C(=C\c1cccc([N+](=O)[O-])c1)C(=O)N1CCOCC1)c1cccc(Br)c1,0
CCCn1c(=S)[nH]c2cc(C(=O)N3CCc4ccccc43)ccc2c1=O,-1
CC1CCN(C(=O)CSc2nnc(-c3ccco3)o2)CC1,-2
O=C(COC(=O)c1c(F)cccc1Cl)NC1CCCCC1,4
Cc1ccc2nc(CSc3nnc(-c4ccco4)o3)cc(=O)n2c1,0
NC(=O)c1c(NC(=O)c2ccncc2)sc2c1CCCC2,-1
COc1cc(C(=O)OCc2csc(CC(=O)Nc3cc(C)ccc3C)n2)ccc1OC(F)F,2
CCNC(=S)N(CCN(C)C)Cc1cc2cc3c(cc2[nH]c1=O)OCO3,0
CCOc1ccc(OCCC(=O)N(CC)CC(=O)Nc2ccccc2OC)cc1,1
COc1ccc(N=Nc2nc3cc(Br)c(Br)cc3n2C)c(OC)c1,-1
CCN(Cc1ccncc1)Cc1c(O)ccc2ccccc12,3
O=C1/C(=C/c2ccccc2)CSc2sccc21,-1
Cc1cc(NC(=O)COc2ccc3oc4ccccc4c3c2)no1,0
COc1ccc(Nc2nnc(-c3ccc(O)cc3)c3ccccc23)cc1C(N)=O,3
COc1ccccc1NS(=O)(=O)c1ccc(NC(=O)c2nc3nc(C)cc(C(F)F)n3n2)cc1,0
CCOC(=O)N1CCN(S(=O)(=O)CCNC(=O)c2ccccc2)CC1,1
COc1ccccc1-n1c(SCC(=O)Nc2ccc3c(c2)OCO3)nc2c(c1=O)SCC2,0
CSc1ccccc1C(=O)Nc1ccc(C)c(C)c1,7
O=C(CN1CCCc2ccccc21)Nc1cc(S(=O)(=O)N2CCCC2)ccc1Cl,-2
CC(C)C[C@H]1COCCS(=O)(=O)N1Cc1ccccc1F,0
CN(C)CCC(=O)c1ccc(F)cc1,1
COC(=O)CNC(=O)CNC(=O)Nc1ccccc1,1
CN1CCN(C(=O)c2ccc(NS(=O)(=O)c3ccccc3)cc2)CC1,-1
O=c1[nH]cnc2c1ncn2[C@@H]1O[C@H](COS(=O)(=O)O)[C@@H](O)[C@H]1O,4
COc1ccc(N2CCN(C(=O)CCCC(=O)c3ccccc3)CC2)cc1,-4

# Continuation:
SMILES,TbREL1 inh
CCOCCCn1c(SCC(=O)NC(C)C)nc2ccccc2c1=O,0
O=C(NC(=S)NC1CCCCC1)c1ccc(F)cc1,-2
Cc1cccc(NC(=O)CSc2ccc(-c3ccco3)nn2)c1C,1
Cc1nn(Cc2ccccc2)c(C)c1/C=N/NC(=O)c1ccncc1,-2
CCC(NC(=O)Cn1c(-c2ccccc2)cc(C(C)=O)c1C)c1ccccc1 (stereo unspecified),-2
Cc1cc(C)c2sc(N(CCN(C)C)C(=O)c3c(F)cccc3F)nc2c1,2
COc1ccccc1OCC(=O)NNC(=O)c1c(-c2ccccc2Cl)noc1C,1
COc1cc(C(=O)NNC(=S)NC(=O)c2ccc3c(c2)OCO3)cc(OC)c1OC,-10
CCOC(=O)C1=C(COC(=O)C2(C)CC2(Cl)Cl)NC(=O)NC1c1ccc(OC)cc1 (stereo unspecified),0
COc1cc(/C=C(\CC(=O)O)c2nc3ccccc3s2)ccc1OCC(=O)Nc1ccccc1F,-2
CN=C1S/C(=C\c2cc(C)n(-c3ccccc3F)c2C)C(=O)N1C,0
CC1(c2ccc3c(c2)OCCO3)NC(=O)N(CC(=O)c2ccc[nH]2)C1=O (stereo unspecified),-3
CC(=O)Nc1ccc(S(=O)(=O)Nc2cccc(-n3c(C)nc4ccccc4c3=O)c2)cc1,3
COc1ccccc1CCC(=O)NCCCn1ccc2ccccc21,-6
CC(=O)Nc1cc(C(C)C)c(O)c(C(C)C)c1,-1
COc1ccc(Cn2c(C)c(CC(=O)Nc3ccc(Oc4cccnc4)c(C)c3)c3ccccc32)cc1,2
CC(C)CCNC(=O)c1ccc2c(c1)N(Cc1ccccc1)C(=O)CS2=O (stereo unspecified),0
CN(C)S(=O)(=O)c1cccc(NC(=O)CSc2nncn2C)c1,-1
Cc1ccc(C(=O)O)cc1-c1ccc(/C=C2\SC(=O)N(CC(=O)Nc3ccc4c(c3)OCO4)C2=O)o1,-2
CN(C(=O)c1ccccn1)c1nnc(-c2cccnc2)s1,-1
CCCCN1C(=O)C2C(c3ccc(OC)cc3O)NC(CC(C)C)(C(=O)O)C2C1=O (stereo unspecified),2
Cc1ccc(NC(=O)CNC(=O)c2cccs2)cc1S(=O)(=O)Nc1ccc(Cl)cc1,-2
O=C(c1cc(COc2ccc(F)c(F)c2)on1)N1CCSCC1,0
CCCc1cc(=O)[nH]c(SCC(=O)c2c(N)n(C3CC3)c(=O)[nH]c2=O)n1,2
CCOC(=O)C1=C(C)Nc2ccccc2N=C1NC(=O)C(c1ccccc1)c1ccccc1,0
CCOc1ccc(C(=O)NC2C(=O)N3C(C(=O)O)=C(COC(C)=O)CSC23)cc1OCC (stereo unspecified),0
CCCN1CNc2c(c(=O)[nH]c(=S)n2CCc2cccc(Cl)c2Cl)C1,1
O=C(COC(=O)c1ccc([N+](=O)[O-])o1)Nc1ccc(Br)cc1F,2
